Assay outcomes as filed in PubChem BioAssay.
RNase H inhibition – RNase H inhibition, HIV 1 Gag Pol polyprotein, FRET biochemical assay, screening (AID 372); HIV-1 RT RNase H, FRET RNA/DNA substrate fluorescence; higher % means a stronger effect; inhibition, % at 10 µM, or IC50 in µM where a hit was titrated; hit rate 0.77% among 100,000; in the data active = inhibition above about 50%
Numbers without * were called inactive; & = joins results of further samples.

SMILES	RNase H inhibition
O=C(CC1S/C(=N\N=C\c2ccccc2)NC1=O)Nc1ccc(C(=O)O)cc1 (centres undefined)	36%
COc1ccc(C(=O)Nc2ccc(NC(=O)c3cccc(Cl)c3)cc2)cc1[N+](=O)[O-]	23%
Cc1ccc(N=C2C(=O)Nc3cc(Br)c(C)cc32)cc1Br	45%
Brc1ccc(-c2noc(-c3ccc(-c4ccccc4)cc3)n2)cc1	0%
CC(=O)N(Cc1ccccc1)C1=C(Cl)C(=O)c2ccccc2C1=O	12%
Cc1cc(NC(=O)c2ccc(C(=O)Nc3cc(C)c(O)c(C)c3)cc2)cc(C)c1O	5%
CCOS(=O)(=O)/C=C/c1ccccc1	25%
COc1cc(OC)cc(C(=O)Nc2ccc(C)c(C)c2)c1	10%
c1ccc(OCCN2CCCC2)cc1	18%
CCOc1ccc(N2C(=O)CC(N3CCN(C(=O)c4ccccc4)CC3)C2=O)cc1 (centres undefined)	24%
CC(C)(C)C1=CC(=Nc2ccccc2NS(=O)(=O)Cc2ccccc2)C=C(C(C)(C)C)C1=O	18%
CCOc1ccc(C(O)Cc2nc3ccccc3n2C)cc1 (centres undefined)	3%
COC(=O)c1ccc(NC(=S)NC(=O)c2ccc(OC)cc2)cc1	21%
COc1ccc(N(CC(=O)NCc2ccco2)S(=O)(=O)c2ccccc2)cc1	0%
C(=N/N1CCN(C(c2ccccc2)c2ccccc2)CC1)/c1ccccc1	8%
Cc1ccc(N=Cc2ccc(C)o2)c(O)c1	16%
Cn1c2ccccc2n2cc(-c3ccc([N+](=O)[O-])cc3)nc12	11%
Cc1ccc(Cl)cc1NC1=CC(=O)CC(C)(C)C1	3%
COc1ccc(-c2cc(-c3ccc(C)cc3)nc(N/N=C/c3ccc(O)c(C)c3O)n2)cc1OC	31%
N#C/C(=C\c1cccc(Oc2ccccc2)c1)c1nc(-c2ccc(-c3ccccc3)cc2)cs1	19%
COc1c(/C=C2/SC(=S)N(C)C2=O)cccc1[N+](=O)[O-]	23%
O=C(COc1ccc(Cl)cc1)Nc1ccccc1[N+](=O)[O-]	15%
Cc1ccc(-c2cc(C(F)(F)F)n3nc(C(=O)NCCN4CCOCC4)cc3n2)cc1	0%
CN1C(=O)C2C3c4ccccc4C(c4ccccc43)C2C1=O (centres undefined)	11%
O=C(/C=C/c1ccc(F)cc1)N1CCN(CCN2C(=O)c3cccc4cccc(c34)C2=O)CC1	3%
O=C(Cc1ccc(Cl)cc1)NNC(=O)c1ccccn1	4%
CC(C)C(C(=O)O)N1C(=O)/C(=C/c2ccccc2Cl)SC1=S (centres undefined)	9%
CCOc1cccc(C(=O)Nc2cc(-c3nc4ccccc4s3)ccc2C)c1	6%
COc1ccc(Cl)cc1-c1ccc(/C=C(\C#N)c2nn(CCO)c(N)c2C#N)o1	10%
COc1ccccc1N=Cc1c(O)n(-c2ccc(C)cc2)c(=O)c2ccccc12	0%
Cc1ccc(NC(=O)COc2ccc(Br)cc2)c(C)c1	18%
CCOC(=O)C1=C(N)OC2=C(C(=O)CC(C)(C)C2)C1c1ccc(Cl)cc1Cl (centres undefined)	11%
O=C(CCN1C(=O)C2C3C=CC(C4CC34)C2C1=O)OCC(=O)c1ccc(-c2ccccc2)cc1 (centres undefined)	11%
CC(=O)C1C(=O)CC(C)(O)C(C(C)=O)C1c1ccc(F)cc1 (centres undefined)	9%
Cc1cccc(C)c1OCCOc1ccc(Br)cc1/C=C1\SC(=O)NC1=O	45%
O=C(CN1C(=O)c2ccccc2C1=O)Nc1cc(C(=O)O)cc(C(=O)O)c1	4%
Cc1ccc(/C=N\N=C2/NC(=O)CS2)s1	19%
O=C(O)c1cccc2c1NC(c1ccc(F)cc1)C1CC=CC21 (centres undefined)	20%
CC(=O)Nc1ccc(NS(=O)(=O)c2cc(Cl)ccc2Cl)cc1	2%
Cc1ccc(C)c(N(CC(=O)N/N=C/c2ccc(-c3ccc([N+](=O)[O-])cc3)o2)S(=O)(=O)c2ccccc2)c1	0%
Brc1ccccc1OCCCn1ccnc1	0%
C/C(=N\NC(=O)c1cccc(Br)c1)c1cccnc1	7%
CCOc1ccccc1OCCCCN1CCCCC1	9%
O=C(CCN1CCOCC1)c1ccc2c(c1)OCCO2	12%
CN(C(=O)c1ccc(Cl)c([N+](=O)[O-])c1)C1CCS(=O)(=O)C1 (centres undefined)	0%
Cc1nc2ccccn2c(=O)c1[N+](=O)[O-]	0%
COc1ccc(C(=O)Cc2cc(OC)c(OC)cc2Br)cc1OC	5%
O=C(/C=C/c1ccc([N+](=O)[O-])cc1)Nc1cc(C(F)(F)F)ccc1Cl	14%
N#C/C(=C\c1ccc(-c2ccccc2C(=O)O)o1)C(=O)Nc1ccc(F)cc1	5%
CN(c1ccc(C(=O)N2CCN(c3ccccc3)CC2)cc1)S(=O)(=O)c1ccccc1	6%

(next part)
SMILES	RNase H inhibition
CCC(=O)Oc1ccc2c(C)c(CC)c(=O)oc2c1	0%
CCOc1cc(/C=C2\SC(=S)NC2=O)cc(Cl)c1OCCOc1cc(C)cc(C)c1	0%
CCOc1ccccc1OCCOCCOc1cccc2cccnc12	8%
CC1=NN(c2cccc(Cl)c2)C(=O)/C1=C/c1ccc(-c2ccccc2[N+](=O)[O-])o1	1%
O=C(O)C1C(c2ccccc2)C(C(=O)Oc2cccc3ccccc23)C1c1ccccc1 (centres undefined)	7%
Cc1ccc2occ(C(=O)c3ccc(F)cc3)c(=O)c2c1	3%
O=C(Nc1cccc(Br)c1)c1cc([N+](=O)[O-])ccc1Cl	3%
CCOC(=O)C1=CN(c2ccc(C)cc2)C=C(C(=O)OCC)C1c1ccccc1OC	8%
CCOC(=O)C1=C(CC)OC(N)=C(C#N)C1c1ccc(F)cc1F (centres undefined)	3%
CCOc1ccc(/C=C2/C(=O)NC(=O)N(c3ccc(C)cc3)C2=O)cc1	5%
CNC(=S)N(Cc1ccco1)C1CC(=O)N(c2ccccc2)C1=O (centres undefined)	1%
CCOC(=O)C1=C(O)/C(=C/c2cccc(Br)c2)SC1=Nc1ccc([N+](=O)[O-])cc1	11%
O=C(COc1ccccc1Cl)Nc1ccc(Br)cc1C(=O)O	7%
N#CC1=C(N)OC2=C(C(=O)CC(c3ccccc3)C2)C1c1coc2ccccc2c1=O (centres undefined)	4%
c1ccc(-c2nnc(-c3ccccc3)c3nsnc23)cc1	3%
O=[N+]([O-])c1ccc(CN2CCCCCC2)o1	11%
CSC1=C(C#N)C(c2cccc3ccccc23)CC(=O)N1 (centres undefined)	6%
COc1cc(/C=C2\SC(N)=NC2=O)ccc1OCCOCCOc1ccc(C)c(C)c1	7%
Cc1occc1C(=O)N/N=C/c1cccc(O)c1	1%
CC(Sc1ccc(Cl)cc1)C(=O)Nc1ccc(S(=O)(=O)N2CCOCC2)cc1 (centres undefined)	6%
Cc1ccc2oc(-c3ccc(NC(=O)c4ccc(C)c([N+](=O)[O-])c4)cc3)nc2c1	0%
COc1cccc(OC)c1C(=O)Nc1cccc(C(=O)Nc2ccccc2C(=O)O)c1	0%
N#Cc1sc2nc(C3CC3)cc(-c3ccccc3)c2c1N	16%
NC(=O)c1ccc(C(=O)N(C2CCCCC2)C2CCCCC2)cc1	9%
CCOC(=O)C1=C(c2ccccc2)N=c2s/c(=C\c3ccc(OCC(N)=O)cc3)c(=O)n2C1c1cc(OC)ccc1OC (centres undefined)	8%
CCC(=O)N1c2ccccc2-c2nnc(SC)nc2OC1c1ccc(Br)s1 (centres undefined)	0%
CC(=O)Oc1ccc(-c2cccc(C(=O)O)c2)cc1	0%&4%
O=C(/C=C/c1cn(-c2ccccc2)nc1-c1cccnc1)c1ccc(-c2ccccc2)cc1	5%
N#C/C(=C\Nc1ccccc1)c1nc(-c2ccccc2)cs1	11%
Cc1cc(C=C2C(=O)NC(=O)NC2=O)c(-c2ccccc2)n1-c1ccccc1	24%
O=C(Nc1cccc([N+](=O)[O-])c1)c1ccc2c(c1)C(=O)N(N1C(=O)c3ccccc3C1=O)C2=O	24%
CC1=CC(C)(C)Nc2ccc(OC(=O)CN3C(=O)c4ccccc4C3=O)cc21	20%
NCCc1c(-c2ccccc2)n(-c2ccccc2)c2ccccc12	5%
COc1cc(C)ccc1OCCOc1ccccc1C	29%
Cc1cc(/C=N/NC(N)=S)c(C)n1-c1ccc(Br)cc1	15%
Cc1cccc(OCC(=O)Nc2cccc(Br)c2)c1C	8%
COc1cc(C(=O)Nc2ccc3c(c2)C(=O)c2ccccc2C3=O)cc(OC)c1OC	6%
COc1ccccc1/C=C(\C#N)c1nc(-c2ccc(OC)c(OC)c2)cs1	12%
O=C(O)C1CCCCC1C(=O)NCc1ccc(Cl)cc1 (centres undefined)	11%
CCCCNc1ncnc2sc3c(c12)CCCC3	6%

Not a retest: an excerpt of the list.
SMILES	RNase H inhibition
N#Cc1sc2nc(C3CC3)cc(-c3ccccc3)c2c1N	16%
NC(=O)c1ccc(C(=O)N(C2CCCCC2)C2CCCCC2)cc1	9%
CCOC(=O)C1=C(c2ccccc2)N=c2s/c(=C\c3ccc(OCC(N)=O)cc3)c(=O)n2C1c1cc(OC)ccc1OC (centres undefined)	8%
CCC(=O)N1c2ccccc2-c2nnc(SC)nc2OC1c1ccc(Br)s1 (centres undefined)	0%
CC(=O)Oc1ccc(-c2cccc(C(=O)O)c2)cc1	0%&4%
O=C(/C=C/c1cn(-c2ccccc2)nc1-c1cccnc1)c1ccc(-c2ccccc2)cc1	5%
N#C/C(=C\Nc1ccccc1)c1nc(-c2ccccc2)cs1	11%
Cc1cc(C=C2C(=O)NC(=O)NC2=O)c(-c2ccccc2)n1-c1ccccc1	24%
O=C(Nc1cccc([N+](=O)[O-])c1)c1ccc2c(c1)C(=O)N(N1C(=O)c3ccccc3C1=O)C2=O	24%
CC1=CC(C)(C)Nc2ccc(OC(=O)CN3C(=O)c4ccccc4C3=O)cc21	20%
NCCc1c(-c2ccccc2)n(-c2ccccc2)c2ccccc12	5%
COc1cc(C)ccc1OCCOc1ccccc1C	29%
Cc1cc(/C=N/NC(N)=S)c(C)n1-c1ccc(Br)cc1	15%
Cc1cccc(OCC(=O)Nc2cccc(Br)c2)c1C	8%
COc1cc(C(=O)Nc2ccc3c(c2)C(=O)c2ccccc2C3=O)cc(OC)c1OC	6%
COc1ccccc1/C=C(\C#N)c1nc(-c2ccc(OC)c(OC)c2)cs1	12%
O=C(O)C1CCCCC1C(=O)NCc1ccc(Cl)cc1 (centres undefined)	11%
CCCCNc1ncnc2sc3c(c12)CCCC3	6%

Remaining list, next part.
SMILES	RNase H inhibition
CC(NC(=O)C(=O)NCCN1CCN(C(=O)c2ccco2)CC1)c1ccccc1 (centres undefined)	0%
Cc1cccc(OCc2nc3cc(Cl)ccc3c(=O)o2)c1	13%
Cc1ccc(NC(=O)CCC(=O)N/N=C/c2ccccc2[N+](=O)[O-])c(C)c1	15%
COc1ccc2ccccc2c1/C=N/NC(=O)c1ccc(-c2ccccc2)cc1	13%
COc1ccccc1NC1=C(Cl)C(=O)N(c2cccc(C)c2)C1=O	0%
COc1ccc(Br)cc1C(=O)Nc1cc2nn(-c3ccccc3)nc2cc1C	5%
O=C(NN1C(=O)C2CCCCC2C1=O)c1ccc(O)cc1 (centres undefined)	0%
N#CC1(N2CCOCC2)CCCCC1	0%
COc1ccc(NS(=O)(=O)c2cc(C(=O)Nc3ccccc3C)ccc2C)cc1	13%
O=C(Nc1ccc(F)cc1)c1ccccc1	0%
Cc1ccc(-c2nnc(N)s2)cc1	16%
CN(C)c1ccc(/C=N/Nc2ccccc2[N+](=O)[O-])cc1	2%
CC(=O)Nc1ccccc1NC(=O)C(C)Oc1ccc(Cl)cc1Cl (centres undefined)	8%
Cc1cc2nc3c(nc2cc1C)-c1ccccc1C3=O	0%
OC(COCc1ccc(Cl)cc1)CN1CCN(c2ccccc2F)CC1 (centres undefined)	4%
COc1cccc(C2Nc3cc(C)c(C)cc3NC3=C2C(=O)CC(C)(C)C3)c1OC (centres undefined)	30%
O=C(COc1ccc(Cl)cc1)Nc1ccc(N2CCOCC2)c(Cl)c1	2%
CCOC(=O)c1ccc(N2C(=O)CC(Sc3nc4ccc(OCC)cc4s3)C2=O)cc1 (centres undefined)	0%
CCOc1cc(/C=C2\C(=O)NC(=S)N(c3cccc(Cl)c3)C2=O)cc(Br)c1OC	8%
COc1ccccc1-c1nc(-c2ccc([N+](=O)[O-])cc2)no1	12%
COc1cc(NC(=O)COc2ccc([N+](=O)[O-])cc2)ccc1NC(=O)c1ccco1	10%
COc1cccc(/C=N/Nc2ncc(C)c(=O)[nH]2)c1OC	38%
O=C(NC(=S)Nc1cccc(Cl)c1)c1ccco1	6%
CCn1c(SCC(=O)c2ccccc2)nc2sc3c(c2c1=O)CC(C)(C)OC3	11%
CC(=O)c1c(C(C)=O)c(C)n(-c2ccc(C)c(N)c2)c1C	8%
CCOC(=O)c1ccc(NC(=O)CCN2C(=O)S/C(=C/c3ccc(OC)c(OC)c3)C2=O)cc1	12%
O=C(Nc1ccccc1F)c1ccccc1[N+](=O)[O-]	5%
O=C(Nc1cccc(-c2nc3ncccc3o2)c1)c1ccc(Br)o1	9%
CCCC(C(=O)O)N1C(=O)/C(=C/c2cccc(O)c2)SC1=S (centres undefined)	8%
COc1cccc(OC)c1C(=O)Nc1ncn[nH]1	2%
O=C(Cc1cccs1)Nc1ccc(Cl)cc1	12%
Cc1ccc(/C=N\NC(=O)C2CN(S(=O)(=O)c3ccccc3)CCN2S(=O)(=O)c2ccccc2)cc1 (centres undefined)	19%
CCCN(CCC)C(=O)c1ccccc1Br	0%
Cc1nc(N)sc1-c1csc(Nc2ccc(N(C)C)cc2)n1	28%
COC(=O)c1cc(-c2cccc([N+](=O)[O-])c2)nc2ccccc12	22%
CCC(=O)Nc1cc(Cl)c(Cl)cc1Cl	16%
COc1ccc(C)cc1NC(=O)c1cc(Cl)ccc1OC	4%
COc1ccc(OCC(=O)N2c3ccccc3C(C)(c3ccccc3)CC2(C)C)cc1 (centres undefined)	5%
Cc1cc(C(=O)N/N=C/c2cccc(Br)c2)n[nH]1	9%
COC(=O)/C=C1\SC(=Nc2ccccc2)NC1=O	6%
Cc1ccc(N=Nc2cc(-c3ccccc3)sc2O)c(C)c1	11%
Clc1ccc(Cl)c(-c2nnc(-c3ccc4c(c3)OCO4)o2)c1	3%
COc1ccc(C2C(C(C)=O)=C(O)C(=O)N2c2ccc(Br)cc2)cc1 (centres undefined)	2%
COc1ccc(C(O)c2nc3ccccc3s2)cc1 (centres undefined)	0%

A portion of the library; count on the stated rates, not on these rows.
